# NF-kB expr up: activators of NF-kB expression in neurons, primary screen, cell-based, HTS. human neuronal cells, NF-kB reporter expression; active compounds read high. fold change at 12.5 µM. hit rate 1.6% among 190,000; in the data active means fold change above about 3.3
# TLR4-MyD88 BLA: inhibitors of TLR4-MyD88 association in cells, primary screen, cell-based, HeLa CL3-4, BLA complementation, FRET ratio | HeLa CL3-4 TLR4/MyD88 BLA complementation | Toll-like receptor 4 (Homo sapiens) + Myeloid differentiation primary response protein … | inhibition, % at 8.4 µM | hit rate 0.18% among 200,000; in the data active means inhibition above about 25%;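 further: 0% = vehicle and 100% = reference inhibitor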
# Target sequence (O00206 whole entry, looked up): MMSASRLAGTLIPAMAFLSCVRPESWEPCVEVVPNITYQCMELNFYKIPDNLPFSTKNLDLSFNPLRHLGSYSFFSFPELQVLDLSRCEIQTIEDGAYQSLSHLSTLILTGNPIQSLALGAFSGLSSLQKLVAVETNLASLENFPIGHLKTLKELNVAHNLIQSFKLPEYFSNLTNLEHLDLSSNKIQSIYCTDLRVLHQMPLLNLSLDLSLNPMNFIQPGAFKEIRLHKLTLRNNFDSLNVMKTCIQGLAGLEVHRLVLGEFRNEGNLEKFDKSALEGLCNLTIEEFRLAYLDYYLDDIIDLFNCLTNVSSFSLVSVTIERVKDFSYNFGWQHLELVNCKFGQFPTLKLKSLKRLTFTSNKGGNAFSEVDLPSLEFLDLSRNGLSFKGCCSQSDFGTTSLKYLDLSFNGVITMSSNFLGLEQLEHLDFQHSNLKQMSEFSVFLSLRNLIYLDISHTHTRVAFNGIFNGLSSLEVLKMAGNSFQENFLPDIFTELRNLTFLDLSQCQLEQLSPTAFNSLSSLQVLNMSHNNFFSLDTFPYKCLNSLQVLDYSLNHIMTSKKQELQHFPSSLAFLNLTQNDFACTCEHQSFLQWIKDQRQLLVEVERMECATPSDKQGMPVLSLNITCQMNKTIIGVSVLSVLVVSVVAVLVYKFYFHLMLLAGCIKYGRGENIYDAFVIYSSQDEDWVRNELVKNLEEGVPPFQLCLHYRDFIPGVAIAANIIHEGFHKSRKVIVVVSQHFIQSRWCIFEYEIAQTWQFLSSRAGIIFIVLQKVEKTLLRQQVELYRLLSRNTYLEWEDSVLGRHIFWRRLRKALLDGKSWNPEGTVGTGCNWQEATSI
# Target sequence (Q99836 whole entry, looked up): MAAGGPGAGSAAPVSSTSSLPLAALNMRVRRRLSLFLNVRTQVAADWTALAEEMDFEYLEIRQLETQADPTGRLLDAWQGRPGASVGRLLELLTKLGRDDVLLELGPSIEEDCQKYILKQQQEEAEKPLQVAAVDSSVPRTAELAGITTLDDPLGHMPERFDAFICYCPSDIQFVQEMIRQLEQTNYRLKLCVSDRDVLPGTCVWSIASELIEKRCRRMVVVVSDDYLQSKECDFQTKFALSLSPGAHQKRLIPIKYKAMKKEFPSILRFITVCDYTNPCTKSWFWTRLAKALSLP
# FLuc stim CS: FLuc activators, initial screening, artefact control for FLuc-dependent activation tests, biochemical, ATPlite luminescence. ATPlite luciferase biochemical, 10 min; 0 = ATP-free wells, 1 = DMSO control. activation factor at 10 µM. 200,000 tested, under 10 active;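 active means luciferase activation factor, scaled between plate controls, of at least 2 with compound at 10 µM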
#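 assay system = Luciferase/luciferin detection reagent, cell-free biochemical luciferase assay | also added = ATP substrate | times = 10 min post-reagent at room temperature | measured by = luminescence from luciferase reaction | measure = luciferase activation, seen as luminescence increase over controls | benchmarks = low control with PBS replacing ATP, high control enzyme plus ATP without compound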
# STAT1 act: STAT1 signaling activators, primary screen, cell-based, HTS, luciferase reporter; NIH 3T3 STAT1-luciferase reporter, IFN-gamma, luminescence; 100% = IFN-gamma alone, no compound; activation (% of control), % at 5.5 µM; hit rate 2.6% among 200,000; AID 932, 2007;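 active means activation above the screen-wide mean activation plus 3 SD, cut at about 130% in these data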;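 further: raw ratio to IFN-gamma control signal so 100% means no change and 0% no light; values of inactives mirror those of a sister screen read the other way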
# APP 5'UTR act: activators of APP 5'UTR luciferase reporter, primary screen, SH-SY5Y cells | SH-SY5Y APP 5'UTR luciferase reporter, luminescence; zero percent = DMSO vehicle wells | activation, % at 2 µM | hit rate 1% among 190,000 | AID 1276, 2008;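 active means activation above a set limit, based on mean plus 3 SD of controls, cut at about 140% in these data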; further: values of inactives mirror those of a sister screen read the other way
# FLuc inh counter: firefly luciferase enzyme inhibitors, primary screen, artefact control for luciferase-based inhibitor screens, biochemical, luminescence, ATPLite; 10 min; hit rate 1.5% among 200,000; inhibition, % at 10 µM; Luciferin 4-monooxygenase (Photinus pyralis), P08659;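 active means inhibition above about 50% when tested at 10 µM, limit read from the data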
# Diaphorase inh: diaphorase inhibitors and chemical oxidizers, primary screen, counter-screen for diaphorase-coupled primary assays, biochemical, uHTS, resorufin fluorescence | diaphorase resazurin-to-resorufin fluorescence, NADH, 16 min; bacterial (C. kluyveri) enzyme, not human | inhibition, % at 20 µM | hit rate 0.69% among 190,000 | AID 1217, 2008;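 active means primary screen inhibition at 20 µM above a set limit, cut at about 50% in these data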;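 further: plate controls were DMSO with full reaction for no effect and wells lacking NADH for full effect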
#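 Benchmarks: positive control wells lacking NADH, neutral wells with DMSO only. System: bacterial diaphorase enzyme (C. kluyveri). Input: 0.14 U/mL diaphorase, enzyme working solution. Detection: resorufin fluorescence, excitation 544 nm, emission 590 nm. Times: 16-min room-temperature incubation before reading.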
# Diaphorase act: compounds boosting diaphorase resazurin reduction – biochemical, uHTS, resorufin fluorescence, counter-screen for diaphorase-coupled primary assays, primary screen; activation factor at 20 µM; hit rate 0.005% among 190,000; Diaphorase/resazurin coupled assay, 16 min; active compounds read high; 1 = vehicle wells, 0 = NADH-free wells;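 active means diaphorase activity raised at least twofold by the compound at 20 µM; inactive means activation factor below 2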
#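 Measured by – red resorufin fluorescence at 544/590 nm excitation/emission · Test system – Clostridium kluyveri diaphorase, purified enzyme · Incubation – reaction time 16 min, room temperature · Buffer or medium – 50 mM HEPES pH 7.4 with 4.542 mM MgCl2, 0.005% Tween 20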
# APP transl inh: inhibitors of APP translation via 5'UTR reporter, primary screen, APP 5'UTR luciferase, SH-SY5Y cells. SH-SY5Y APP 5'UTR-luciferase reporter, luminescence. inhibition, % at 2 µM. hit rate 0.82% among 190,000;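 active means inhibition above a set limit, derived from the sample mean plus 3 SD, cut at about 45% in these data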; further: values of inactives mirror those of a sister screen read the other way
# G6PDH CS: L. mesenteroides G6PDH inhibitors, counter-screen for G6PDH-coupled screening assays, biochemical, Leuconostoc mesenteroides enzyme. AID 1020, 2008. Purified L. mesenteroides G6PDH, diaphorase/resazurin coupled fluorescence, 45 min. hit rate 0.12% among 200,000. glucose-6-phosphate dehydrogenase [Leuconostoc mesenteroides]. inhibition, % at 5 µM; in the data active means inhibition above about 50%
# * = called active by the depositor; nt = no result given.
# Every second line gives: NF-kB expr up	TLR4-MyD88 BLA	FLuc stim CS	STAT1 act	APP 5'UTR act	FLuc inh counter	Diaphorase inh	Diaphorase act	APP transl inh	G6PDH CS
- Nc1c(-c2ccc(F)cc2)cnn1C1CCS(=O)(=O)C1 (stereo not drawn)
  0.85	2	1.1	94	nt	-6	22	0.8	nt	6
- Cc1ccc(-n2c(CCc3ccccc3)nnc2SCC(=O)NCc2ccccc2)cc1C
  0.92	-4	1	95	nt	0	11	0.9	nt	14
- Cc1ccc(N(CN2C(=O)C3CC=CCC3C2=O)C(=O)c2ccco2)cc1Cl (stereo not drawn)
  1.2	-2	1.1	96	-11	-7	23	0.8	11	5
- O=C(Nc1cccc(-c2nnc(-c3ccccc3)o2)c1)c1ccc(Br)o1
  0.65	18	1	104	20	1	15	0.9	-20	1
- COc1ccc2c(c1OC)C(=O)N(c1ccc(C)cc1)C2=O
  1.4	-16	1	129*	-8	5	4	1	8	4
- CC[n+]1ccc(C)c2cc(SC(F)(F)F)ccc21
  1.1	15	1.1	106	28	-6	4	1	-28	-1
- CCn1c(SCCC(=O)Nc2ccccc2)nnc1-c1ccc(OC)cc1
  1.1	-9	1	96	-11	-1	4	1	11	10
- Cc1ccc(N2CCN(C(=S)c3ccc(-c4cccc([N+](=O)[O-])c4)o3)CC2)cc1
  1.1	-8	1.1	100	1	-5	-4	1	-1	-1
- CCOc1ccc(NC(=O)C(c2ccccn2)N(C(=O)CCl)c2ccc(F)cc2)cc1 (stereo not drawn)
  1.1	1	1	106	11	-2	14	0.9	-11	-9
- O=C(COC(=O)c1cccnc1Cl)Nc1cc(S(=O)(=O)N2CCCCC2)ccc1Cl
  1	0	1	80	11	2	8	0.9	-11	5
- Nc1ccc2nc(SCc3cccc(F)c3)sc2c1
  6.1*	-2	0.8	125	53	15	14	0.9	-53	3
- OC(CN1CCN(Cc2ccc3c(c2)OCO3)CC1)c1c[nH]c2ccccc12 (stereo not drawn)
  1.2	13	1	100	-3	-4	4	1	3	-2
- O=C(NNC(=O)c1ccc([N+](=O)[O-])cc1Cl)c1ccncc1
  1.1	-7	0.9	99	12	7	6	0.9	-12	-6
- Cc1cc(OC(=O)c2c(F)cc(F)cc2F)nc(C)n1
  1.3	5	1	104	-16	-4	2	1	16	1
- O=C(C1CCN(S(=O)(=O)c2ccc(-n3cnnn3)cc2)CC1)N1CCN(c2ccccc2)CC1
  1.2	3	1.1	101	8	-8	10	0.9	-8	-15
- O=c1c2ccsc2ncn1Cc1cccc(C(F)(F)F)c1
  1.1	1	1	100	-16	-2	20	0.8	16	2
- O=c1[nH]c(=S)[nH]c2sccc12
  1.4	4	1.1	98	11	-7	26	0.7	-11	-2
- COc1ccc(N2CCN(C(=O)C3CCC(Cn4c(=S)[nH]c5ccccc5c4=O)CC3)CC2)cc1 (stereo not drawn)
  0.58	-5	1	90	3	-4	17	0.8	-3	2
- Cc1cccnc1CCNC(=O)CCc1nnc(CCc2ccccc2)o1
  1.4	-2	1	99	3	-3	15	0.8	-3	14
- C=CCn1c(SCC(=O)c2c(N)n(C)c(=O)n(C)c2=O)nnc1-c1ccccc1F
  1.2	-6	1	96	16	2	1	1	-16	-9
- Cn1c(=O)c2c(nc(CN3CCN(C(=O)c4ccco4)CC3)n2CCc2ccccc2)n(C)c1=O
  0.9	-6	1.1	98	-11	-5	20	0.8	11	8
- CN(CCCCCCCCC(=O)/C=N/O)Cc1ccccc1
  0.91	0	1	106	-10	-5	13	0.9	10	3
- C(=N\c1nc2ccccc2n1CCN1CCOCC1)/c1cccs1
  1.2	-8	1	101	17	1	17	0.8	-17	-1
- COC(=O)CSc1nc2c(c(-c3ccco3)c1C#N)CCCC2
  1.4	-5	1	83	-14	-2	18	0.8	14	-3
- CCn1c(Cc2ccccc2)nnc1SCC(=O)Nc1ccc(N)cc1
  1.1	-16	1.1	107	nt	-9	1	1	nt	3
- CCN(CC)S(=O)(=O)c1cccc(-c2n[nH]c(=S)n2/N=C/c2ccc(C(=O)OC)cc2)c1
  1.1	-2	1	105	-4	4	66*	0.3	4	12
- Cn1nnc(NCc2cc(Br)ccc2OCc2ccccc2F)n1
  1.1	-3	1	101	5	-1	5	1	-6	0
- CC1=CC=CN2C1=NC(=O)CC2(C)C(=O)N(CC(=O)NC1CCCC1)c1ccccc1C (stereo not drawn)
  1.3	4	1.1	108	8	-6	4	1	-8	1
- CCOc1cc(/C=N/NC(=O)c2cc(C)[nH]n2)ccc1OC(=O)c1ccc([N+](=O)[O-])cc1
  1.2	-10	1	99	3	-2	9	0.9	-4	5
- CCOC(=O)C1CN(S(=O)(=O)c2ccc(C)cc2)c2cc(S(=O)(=O)CC)ccc2O1 (stereo not drawn)
  1.6	7	1.1	94	16	-6	8	0.9	-16	8
- COC(=O)CC1C(=O)NCCN1C(=O)c1ccccc1 (stereo not drawn)
  0.96	1	1	103	-1	-3	7	0.9	1	4
- COC(=O)c1cc(NC(=O)c2ccc([N+](=O)[O-])cc2)c(=O)oc1C
  1.3	2	1.1	100	2	-5	-9	1.1	-2	3
- CC(=O)NC(=O)COC(=O)/C=C/c1c(C)nn(Cc2c(Cl)cccc2Cl)c1Cl
  0.95	-6	1	106	-14	5	17	0.8	14	10
- Cn1cccc1-c1nc2ccccc2n1C
  1.3	-7	1	100	10	2	4	1	-10	0
- Cc1cc(C)nc(N(C#N)CC(=O)c2ccccc2)n1
  1.3	-4	0.9	95	2	11	8	0.9	-2	-1
- O=C(CN1CCCC1)Nc1c2c(nc3ccccc13)N(Cc1ccccc1)CC2
  0.84	2	0.9	105	-21	5	5	1	21	11
- C=CCc1c(OC)ccc2ccc(=O)oc12
  1	4	1.1	107	-6	-7	7	0.9	6	10
- COC(=O)c1ccc(N2CCN(C(C)=O)CC2)c(NC(=O)c2cccnc2)c1
  1.4	-5	1	103	1	-5	0	1	-1	0
- Clc1ccc(COn2nnc3ccccc32)c(Cl)c1
  2.4	-4	0.9	146*	153*	12	11	0.9	-153	-7
- CC(C)[C@H](NC(=O)OCc1ccccc1)C(=O)OCC(=O)NC1CCCCC1
  1.1	1	1.1	103	-21	-9	9	0.9	21	8
- Fc1ccc(/C=N/n2cnn(Cc3ccccc3Cl)c2=S)cc1
  1.1	-18	1	93	-62	-4	22	0.8	62*	2
- COc1ccccc1-n1c(CNC(=O)c2ccco2)nnc1SCC(=O)Nc1cc(C)ccc1C
  1.1	-4	1	101	3	-3	8	0.9	-4	-2
- Cc1ccc(N(Cc2ccc(C(=O)Nc3c(C)n(C)n(-c4ccccc4)c3=O)cc2)S(C)(=O)=O)cc1C
  0.93	-8	1	98	-9	-3	-2	1	9	6
- O=C(CSc1nnc2scc(-c3ccccc3)n12)Nc1nsc(-c2ccccc2)n1
  1.1	-13	1	86	7	2	14	0.9	-7	-45
- Cn1c(=O)c2nc(Cl)n(Cc3ccc(Cl)cc3Cl)c2n(C)c1=O
  nt	-4	nt	101	7	nt	nt	nt	-7	nt
- Cc1ccc(-n2nnnc2SCC(=O)NC2CCCc3ccccc32)cc1 (stereo not drawn)
  0.84	6	1	99	10	-2	18	0.8	-10	2
- Cc1cccc(N2CCN(S(C)(=O)=O)CC2)c1C
  1.1	-6	1	98	-3	-4	2	1	3	-1
- Cc1ccc2oc(-c3cccc(NC(=S)NC(=O)/C=C/c4ccco4)c3)nc2c1
  0.49	1	0.8	110	16	17	13	0.9	-16	0
- O=C(COc1cccc(Br)c1)NN=C1c2ccccc2-c2ccccc21
  1.1	-3	1.1	101	25	-6	2	1	-25	-19
- Cc1ccc(-c2cc(C(=O)N/N=C/c3c(C)nn(C)c3C)c3ccccc3n2)cc1C
  1.4	-4	0.7	123	11	35	14	0.9	-11	4
- COc1cc(C(=O)Nc2cnc(NC(=O)C(C)C)cc2C)cc(OC)c1OC
  1.3	1	nt	94	9	nt	nt	nt	-9	nt
- CCCn1c(SCC(=O)NC2CCCCC2C)n[nH]c1=O (stereo not drawn)
  1.1	-14	1	109	-6	-2	-15	1.1	6	11
- CCN1CCc2c(OCC(=O)Nc3cccc(C)c3C)cccc2C1=O
  0.93	0	1	95	0	-2	19	0.8	0	4
- Cn1c(=O)c2c(nc(NCc3ccc4c(c3)OCO4)n2C)n(C)c1=O
  1.5	-1	1.1	98	1	-7	18	0.8	-1	1
- COc1ccc(C2C(C#N)=C(N)Oc3n[nH]c(C)c32)cc1CSc1ccccn1 (stereo not drawn)
  1.3	16	1	98	11	0	11	0.9	-11	-2
- COc1ccc(NC(=O)c2ccc(C)cc2)c(OC)c1
  2.4	5	0.8	126	33	17	16	0.8	-33	-5
- Cc1ccc(OCCOc2cccc3ccc(C)nc23)c([N+](=O)[O-])c1
  1	0	0.9	91	2	13	14	0.9	-2	12
- c1ccc(CNc2nc(-c3cccs3)nc3ccccc23)cc1
  1.1	-4	1.1	95	4	-5	13	0.9	-4	-2
- CC1CN(C(=O)CCn2c(=O)oc3ccccc32)CC(C)O1 (stereo not drawn)
  0.88	-6	1	99	2	1	2	1	-2	21
- C#CCNC(=O)C1=C[C@H](c2ccc(C(F)(F)F)cc2)[C@@H](CCCO)[C@H](OCC)O1
  0.96	-4	1	99	0	2	4	1	0	2
- CC(NC(=O)COc1ccccc1F)C1CC2CCC1C2 (stereo not drawn)
  0.98	11	1.1	103	1	-8	8	0.9	-1	11
- N=c1c2c3c(sc2ncn1Cc1ccccc1)CCCC3
  0.77	2	1	101	2	2	9	0.9	-2	0

# Rewritten comma-delimited: entries from further up
molecule,NF-kB expr up,TLR4-MyD88 BLA,FLuc stim CS,STAT1 act,APP 5'UTR act,FLuc inh counter,Diaphorase inh,Diaphorase act,APP transl inh,G6PDH CS
Cc1ccc(-n2nnnc2SCC(=O)NC2CCCc3ccccc32)cc1 (stereo not drawn),0.84,6,1,99,10,-2,18,0.8,-10,2
Cc1ccc(-c2cc(C(=O)N/N=C/c3c(C)nn(C)c3C)c3ccccc3n2)cc1C,1.4,-4,0.7,123,11,35,14,0.9,-11,4
Cc1ccc(OCCOc2cccc3ccc(C)nc23)c([N+](=O)[O-])c1,1,0,0.9,91,2,13,14,0.9,-2,12

# Assay outcomes as filed in PubChem BioAssay.
